TIM10 inh – growth inhibitors of isogenic TIM10 control yeast, primary screen, counter-screen for tim10-1 yeast inhibitor project, luminescence, uHTS; inhibition, % at 10 µM; S. cerevisiae TIM10 strain growth, BacTiter-Glo luminescence, 24 h; AID 463195, 2010; 330,000 tested, 1.4% active;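 active means inhibition of 40% or more at the single tested concentration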;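 further: wild-type TIM10 isogenic control strain grown at permissive 25 °C; 0% = DMSO yeast wells and 100% = minimal medium wells without yeast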
tim10-1 inh – growth inhibitors of tim10-1 mutant yeast, primary screen, luminescence, uHTS; inhibition, % at 20 µM; S. cerevisiae tim10-1 ts strain growth, BacTiter-Glo, 24 h; 330,000 tested, 2.2% active;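 active means inhibition of at least 40%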;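 further: mutant grown at 25 °C; 0% = DMSO wells with yeast and 100% = wells holding no yeast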
tim23-1 inh – growth inhibitors of tim23-1 mutant yeast, primary screen, luminescence, uHTS; S. cerevisiae tim23-1 growth, BacTiter-Glo luminescence, 24 h; 330,000 tested, 1.3% active; inhibition, % at 20 µM;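 active means growth inhibition of the mutant yeast at or above 50%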;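 further: temperature-sensitive mutant grown at 25 °C; plate controls were DMSO-treated mutant yeast for no effect and medium wells lacking yeast for full effect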
UPR CHOP act – activators of apoptotic CHOP UPR arm, primary screen, cell-based, CHO-CHOP luciferase reporter, luminescence, uHTS; UPR activation; percent of tunicamycin response over DMSO baseline; activation, % at 10 µM; 330,000 tested, 0.34% active;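 active means at 10 µM dose, activation of 40% or more, normalized to positive control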;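 further: 100% = tunicamycin at 10 µg/mL and 0% = DMSO alone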
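Dosing – one dose, 10 µM in 0.5% DMSO · System – CHO-CHOP cells, stable luciferase reporter of PERK-eIF2a-CHOP signalling · Input – 500 cells/well · Control set – tunicamycin 10 µg/mL final as positive, DMSO-only wells as negative · Timing – 6 h compound treatment, 37 °C · Measure – % activation vs tunicamycin · Technique – luminescence read with Steady-Glo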
Jurkat NFkB inh – inhibitors of induced NF-kB luciferase reporter, primary screen, TCR NF-kB activation inhibitor project, cell-based, luminescence, uHTS; Jurkat, PMA/ionomycin-induced NF-kB luciferase reporter; inhibition, % at 4 µM; 330,000 tested, 0.53% active; AID 435003, 2010; in the data active means inhibition above about 50%
Mdm2-MdmX inh – inhibitors of human Mdm2-MdmX association, primary screen, cell-based, luminescence, split luciferase, SaOS-2, uHTS | SaOS-2 split-luciferase Mdm2/MdmX complementation | inhibition, % at 8 µM | 330,000 tested, 3% active | AID 485346, 2010;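 active means inhibition of at least 50% at 8 µM in the primary screen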
Target sequence (O15151 whole entry, looked up): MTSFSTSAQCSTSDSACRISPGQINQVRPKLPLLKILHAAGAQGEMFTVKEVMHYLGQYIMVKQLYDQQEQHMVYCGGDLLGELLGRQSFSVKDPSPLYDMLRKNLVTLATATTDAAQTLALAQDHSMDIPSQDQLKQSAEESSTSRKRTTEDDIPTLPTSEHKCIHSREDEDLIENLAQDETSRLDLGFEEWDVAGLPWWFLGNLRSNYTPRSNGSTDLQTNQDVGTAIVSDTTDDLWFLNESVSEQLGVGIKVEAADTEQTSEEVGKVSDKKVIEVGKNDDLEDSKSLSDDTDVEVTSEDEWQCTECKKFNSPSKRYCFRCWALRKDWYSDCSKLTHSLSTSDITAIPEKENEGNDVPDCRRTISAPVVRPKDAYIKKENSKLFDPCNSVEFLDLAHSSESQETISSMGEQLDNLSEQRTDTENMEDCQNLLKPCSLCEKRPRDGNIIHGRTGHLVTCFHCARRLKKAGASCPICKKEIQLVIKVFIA
Target sequence (Q00987 whole entry, looked up): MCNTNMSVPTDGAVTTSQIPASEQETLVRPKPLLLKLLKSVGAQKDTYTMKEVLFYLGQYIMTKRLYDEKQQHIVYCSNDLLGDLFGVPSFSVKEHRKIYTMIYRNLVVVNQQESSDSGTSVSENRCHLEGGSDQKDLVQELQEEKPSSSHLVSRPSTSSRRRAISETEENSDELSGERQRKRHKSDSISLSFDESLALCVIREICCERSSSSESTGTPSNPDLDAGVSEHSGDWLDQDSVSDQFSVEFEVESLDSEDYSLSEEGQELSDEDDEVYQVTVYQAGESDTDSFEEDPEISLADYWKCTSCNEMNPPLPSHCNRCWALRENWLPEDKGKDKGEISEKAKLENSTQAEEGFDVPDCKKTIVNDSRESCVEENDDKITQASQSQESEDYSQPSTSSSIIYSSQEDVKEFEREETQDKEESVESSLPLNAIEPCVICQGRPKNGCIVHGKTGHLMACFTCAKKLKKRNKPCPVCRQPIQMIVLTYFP
697 NFkB inh – inhibitors of PMA/ionomycin-induced NF-kB reporter, 697 cells, primary screen, B-cell NF-kB inhibitor project, cell-based, luminescence, uHTS. inhibition, % at 4 µM. 697 B-cell NF-kB luciferase reporter, 16 h. 330,000 tested, 0.33% active. AID 435022, 2010; in the data active means inhibition above about 35%
XBP1 UPR activ – activators of adaptive XBP1 UPR arm, primary screen, cell-based, CHO-XBP1 luciferase reporter, luminescence, uHTS | IRE1-XBP1 UPR activation; percent of tunicamycin response, DMSO as zero | activation, % at 20 µM | 330,000 tested, 0.33% active;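 active means versus positive control, 20 µM dose yields 30% or more activation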;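 further: 100% = tunicamycin at 10 µg/mL and 0% = DMSO only wells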
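incubation = overnight seeding at 37 °C, 6 h compound treatment at 37 °C | assay system = CHO-XBP1 cells stably carrying IRE1-XBP1-driven luciferase reporter | input = 1000 cells per well | detection = luciferase luminescence | dosing = single point, 20 µM final compound, 1% DMSO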
* marks the source's active call; other numbers are inactive results.

Structure,TIM10 inh,Jurkat NFkB inh,XBP1 UPR activ,tim23-1 inh,697 NFkB inh,Mdm2-MdmX inh,UPR CHOP act,tim10-1 inh
CCOC(=O)C1=C(C)OC(N)=C(C(=O)OCC)C1c1cccnc1 (centres undefined),4,10,-3,18,21,-16,1.1,22
CNc1nnc(SCC(=O)c2c(N)n(C3CC3)c(=O)[nH]c2=O)s1,1,8,0,6,-3,-7,0.5,1
Cc1ccc(N2C(=O)C3C4C=CC(CNC(=S)Nc5ccc(Cl)cc5)(O4)C3C2=O)cc1 (centres undefined),31,-3,-4,15,-43,2,0.6,35
O=C(O)C1Cc2[nH]cnc2C(c2cccc([N+](=O)[O-])c2)N1 (centres undefined),12,10,-3,-3,9,1,-0.7,6
CCOC(=O)N1CCN(CCC(=O)c2ccc(Cl)cc2)CC1,9,-1,-2,16,13,0,-0.7,21
CCCC(=O)Nc1ccccc1NC(=O)c1cc(OC)c(OC)c(OC)c1,13,-4,1,5,25,-7,-3.0,9
COc1cccc(CNC(=O)c2nnn(CC(=O)Nc3c(C)cccc3C)c2N)c1,2,0,-2,8,11,30,3.6,14
CCC(=O)Nc1cc(=O)[nH]c2nc(-c3ccc(Cl)cc3)nn12,-5,-1,0,24,-27,16,-1.6,11
CCN(CC(=O)Nc1ccccc1C(F)(F)F)C(=O)Cc1sc(C)nc1-c1ccc(F)cc1,12,-8,-3,20,-19,9,-1.6,25
O=C(NCCc1ccccc1)C1CCN(S(=O)(=O)c2ccc(Br)s2)CC1,-14,-7,2,-5,15,19,-0.8,0
COc1ccc(C2(CNC(=O)/C=C/c3ccco3)CCCC2)cc1OC,22,14,0,34,8,9,-0.7,39
CCOC(=O)CSc1nc(C)cc(C)c1C#N,6,-6,0,10,12,12,2.0,-3
CCc1ccc(CC(=S)N2CCOCC2)cc1,6,-3,7,-1,-28,2,1.5,9
COc1ccc(CCC(=O)Nc2cccc(S(=O)(=O)N3CCCCCC3)c2)cc1OC,-2,-4,-3,11,-9,22,-1.6,-3
COC(=O)C1CCN(C(=O)COC(=O)c2ccc(OC)c(S(=O)(=O)N3CCCc4ccccc43)c2)CC1,15,-12,-5,17,7,-3,-1.2,12
O=S(=O)(NNc1ncc(C(F)(F)F)cc1Cl)c1ccccc1,19,-9,0,16,-7,-30,0.3,15
CCOC(=O)c1sc(NC(=O)c2ccco2)nc1C,12,-15,7,27,-25,-15,5.1,29
COc1ccc(NC(=O)C(c2cc3c(cc2[N+](=O)[O-])OCO3)N2CCN(C=O)CC2)cc1 (centres undefined),-2,8,-1,5,-21,4,2.2,9
O=C(Nc1cccc(S(=O)(=O)NC2=NCCC2)c1)c1ccccc1F,7,-6,1,12,8,9,-0.5,2
O=C(CCn1c(=S)oc2ccccc21)Nc1cc([N+](=O)[O-])ccc1F,-11,-16,-3,-3,9,26,0.5,-6
O=C(NCc1cccnc1)C(=O)NCC1OCCCN1S(=O)(=O)c1ccc(Cl)cc1 (centres undefined),9,8,-1,0,-10,-27,-0.4,7
CC(=O)N1CCc2cc(S(=O)(=O)Nc3ccccc3N3CCN(C)CC3)ccc21,4,1,2,-4,9,26,-0.5,-1
Cc1ccc(C)c(NC(=O)CSc2nncn2C)c1,0,6,-4,12,7,4,0.7,-5
CCCNC(=O)C1(CC2CC(c3ccccc3)=NO2)CCN(C(=O)c2ccccc2)CC1 (centres undefined),-12,5,-1,-6,3,22,-1.5,-2
c1cc2c(cc1OCCNC1CCCC1)CCC2,-18,-20,-3,-9,-3,-14,-1.3,-18
COc1cc(OC)c(N2CC34C=CC(O3)C(C(=O)O)C4C2=O)cc1Cl (centres undefined),2,9,4,0,11,18,-0.4,-5
COCC(N)(c1ccccc1)c1nc2ccccc2n1C (centres undefined),6,-4,0,-11,11,1,0.6,20
Cc1cc(C)nc(Nc2n[nH]c(Cc3ccccc3)n2)n1,-10,11,-3,-15,-4,23,0.0,9
Cc1ccc(NC(=O)C2CC(=O)N(C(C)C)C2)cc1C (centres undefined),-5,2,-2,-19,7,-12,0.6,-8
CC1CCCCN1CCNC(=O)c1ccc2c(c1)N(Cc1ccccc1)C(=O)c1ccccc1S2(=O)=O (centres undefined),-5,-14,-4,-6,-8,46,2.2,-23
CC(C)[C@H](NS(=O)(=O)c1cccc(Cl)c1)C(=O)OCC(=O)NC(=O)CN1CCCC1=O,-2,-14,-1,-5,13,-6,-0.5,-17
CCn1cc(C2=NC(c3ccccc3)CO2)c2ccccc21 (centres undefined),-3,-10,0,20,-24,12,4.1,11
CN(Cc1nc(-c2ccc3c(c2)OCO3)no1)CC1(N2CCOCC2)CCCCC1,16,-4,-2,15,-18,-1,0.3,13
CCOC(=O)c1[nH]c(C)c(C(=O)NC)c1C,1,11,-2,-3,14,14,3.5,-14
O=C(COc1ccc(C(=S)N2CCCC2)cc1)Nc1ccccc1C(F)(F)F,-4,-1,-5,2,-5,7,2.0,8
CC(C)(CN1CCCCC1)NS(=O)(=O)c1ccc(Cl)cc1,-10,-11,-2,-10,5,1,-0.7,6
CCOC(=O)c1c(Cc2ccc(Cl)cc2)c[nH]c1C,38,-42,2,33,-47,-47,3.7,30
CC1=CCC2C(=O)N(c3ccc(OC(=O)c4ccco4)cc3)C(=O)C2C1 (centres undefined),18,6,2,23,0,-2,2.7,19
COc1cccc(-n2c(=S)sc3c(=O)n(-c4ccccc4OC)c(=S)[nH]c32)c1,-16,-4,1,11,11,4,-1.6,5
CCCn1c(NCc2ccccc2NS(=O)(=O)c2ccc(C)cc2)nc2ccccc21,9,4,-3,9,-10,32,-2.4,17
CCc1nnc(NS(=O)(=O)c2ccc(N3C(=O)c4ccc(C(=O)O)cc4C3=O)cc2)s1,-1,-1,0,7,9,-17,-0.9,5
CCOc1ccc(C(O)(c2ccccc2)C(CN2CCCC2)c2ccccc2)cc1 (centres undefined),14,11,-3,18,-5,8,-1.0,-3
O=C(c1cc2ccccc2oc1=O)N1CCN(c2ncccn2)CC1,4,-32,0,0,-31,-55,1.0,12
Fc1ccccc1CN1CCCN(C(=S)Nc2cccc(Cl)c2)C1,-15,9,1,3,9,2,0.9,8
COc1ccc(OC)c(C2C=C(c3ccc(C)c(C)c3)Nc3nnnn32)c1 (centres undefined),-7,48,10,-21,2,45,-0.3,-14
COc1ccc(C2Nc3ccccc3C(=O)N2c2ccc(Cl)cc2)cc1Cn1cc([N+](=O)[O-])cn1 (centres undefined),21,-97,2,29,-131,-114,3.2,28
Cc1ccccc1NC(=S)NCC(c1cccnc1)N1CCOCC1 (centres undefined),4,9,-3,6,16,24,0.2,17
COc1ccccc1C(=O)Nc1nc2ccc(S(C)(=O)=O)cc2s1,10,-50,1,-8,-7,53*,3.2,33

Full records from above. Screens in order: TIM10 inh, Jurkat NFkB inh, XBP1 UPR activ, tim23-1 inh, 697 NFkB inh, Mdm2-MdmX inh, UPR CHOP act, tim10-1 inh
`Cc1ccccc1NC(=S)NCC(c1cccnc1)N1CCOCC1` (centres undefined) reads 4, 9, -3, 6, 16, 24, 0.2, 17
`COc1ccc(C2Nc3ccccc3C(=O)N2c2ccc(Cl)cc2)cc1Cn1cc([N+](=O)[O-])cn1` (centres undefined) reads 21, -97, 2, 29, -131, -114, 3.2, 28

Look-ups from the list:
697 NFkB inh, CC1=CCC2C(=O)N(c3ccc(OC(=O)c4ccco4)cc3)C(=O)C2C1 (centres undefined) = 0
tim10-1 inh, O=C(c1cc2ccccc2oc1=O)N1CCN(c2ncccn2)CC1 = 12
Jurkat NFkB inh, COc1cccc(-n2c(=S)sc3c(=O)n(-c4ccccc4OC)c(=S)[nH]c32)c1 = -4
tim23-1 inh, Fc1ccccc1CN1CCCN(C(=S)Nc2cccc(Cl)c2)C1 = 3

(continued)
Structure,TIM10 inh,Jurkat NFkB inh,XBP1 UPR activ,tim23-1 inh,697 NFkB inh,Mdm2-MdmX inh,UPR CHOP act,tim10-1 inh
O=C(NN1C(=O)C2C(C1=O)C1C=CC2C12CC2)c1ccc(Cl)cc1 (centres undefined),7,16,1,13,-11,24,-1.8,6
C=C(C)[C@@H]1CC=C(CN2CCC(N3CCC(C(=O)N4CCCC4)CC3)CC2)CC1,-9,45,-1,-39,6,38,-0.9,-2
CCCCN(C)C(=O)c1cc2c(s1)-c1ccccc1S(=O)(=O)C2,-22,-27,-3,-16,-39,6,-0.4,-22
CCCCn1c(N)c(N(CCOC)C(=O)COC(=O)CCOc2ccc(C)cc2)c(=O)[nH]c1=O,0,-13,-1,-2,4,24,-1.3,-8
O=C(c1ccc(NS(=O)(=O)c2ccc3[nH]c(=O)[nH]c3c2)cc1)N1CCCCC1,5,-14,-1,4,-4,-10,1.0,10
CCOC(=O)c1c(C)nn(-c2ccc(NC(=O)c3c(C)noc3C)cc2)c1C,16,-19,0,16,6,5,-0.9,24
COCC(=O)Nc1ccc2c(c1)OCC(=O)N2Cc1ccc(C)cc1,8,-2,2,-7,-5,12,8.7,10
Cc1ccc(N2C(N)=C(C#N)C(c3cccnc3)C3=C2CCCC3=O)cc1 (centres undefined),21,-23,0,19,-83,24,0.4,23
Cc1ccc(-n2cnc(=O)c3cccnc32)cc1,1,8,2,13,10,-6,0.5,4
COCc1ccc(C(=O)NC(C)c2cnn(-c3ccccc3C)c2C)o1 (centres undefined),-5,4,0,-12,6,7,-0.4,10
COCCN(CC(=O)Nc1ccccc1C(F)(F)F)C(=O)/C=C/c1ccc2ccccc2n1,12,-9,0,6,-8,-14,0.3,2
CCCN(CC(=O)Nc1ccc(OC)c(OC)c1)CC(=O)Nc1ccc(F)c(F)c1F,1,-18,-3,13,2,21,-3.5,4
CC1CCN(S(=O)(=O)c2cc(C(=O)NC3(C)CCS(=O)(=O)C3)ccc2Br)CC1 (centres undefined),5,3,-3,4,-12,-9,-1.9,-1
CCCCN(C(=O)CSc1nnnn1-c1ccccc1OC)C1CCS(=O)(=O)C1 (centres undefined),-4,9,2,-8,6,14,-1.6,6
Cc1cc2cc(CCNC(=O)CCc3ccccc3)c(=O)[nH]c2cc1C,1,2,-2,1,13,-12,1.5,-10
O=C(NC(=S)N(CCc1ccccc1)CCc1ccccc1)c1ccco1,42*,1,3,51*,11,43,4.1,49*
O=C(COc1ccc2c3c(c(=O)oc2c1)CCC3)NC1CCN(Cc2ccccc2)CC1,8,4,-3,6,-1,-6,0.3,4
O=C(O)c1cccc(CSc2nnc(-c3ccc(Cl)cc3)o2)c1,3,4,-6,15,-5,-21,-2.1,19
CN(CC(=O)Nc1ccc(Cl)c(C(F)(F)F)c1)C(=O)c1ccc(OCC2CCCO2)cc1 (centres undefined),12,5,-4,35,-40,-5,0.5,31
CCCn1c(CNC(=O)c2cccs2)nc2ccccc21,8,-7,1,9,8,25,-2.4,20
CC1CCCN(C(=O)/C(=C/c2ccco2)NC(=O)c2ccccc2)C1 (centres undefined),14,16,-5,19,6,24,0.8,13
Cc1nc(Cl)sc1C(=O)O,3,-4,3,1,-1,-7,3.2,14
CC1CCC(NC(=O)C2CCN(c3c4c(nc5ncnn35)CCC4)CC2)CC1 (centres undefined),0,16,1,13,-45,2,2.2,8
COc1ccc(-c2onc3ccc(C(C)=O)cc23)cc1,8,-47,1,12,-43,30,4.8,6
COc1ccc2c(c1)CC/C(=C\c1ccc(C)o1)C2=O,21,-4,3,17,-8,-57,9.3,20

High-throughput results (PubChem BioAssay)
